Bioassay records: PubChem, The Scripps Research Institute Molecular Screening Center
TLR4-MyD88 inh: inhibitors of human TLR4-MyD88 binding. AID 811, 2007. Toll-like receptor 4 (Homo sapiens), O00206. inhibition, % at 10 µM. Cell-based TLR4-MyD88 binding inhibition assay. actives 0.06% (n = 16,000); in the data active means inhibition above about 45%
PME-1 Maybr inh: inhibitors of human PME-1 in Maybridge library; recombinant PME-1, FP-Rh probe fluorescence polarization; inhibition, % at 9 µM; actives 0.5% (n = 16,000); Protein phosphatase methylesterase 1 (Homo sapiens), Q9Y570; in the data active means inhibition above about 30%
luminol inh ctr: counter-screen for Nox1 inhibitors: inhibitors of luminol chemiluminescence | HRP/luminol/H2O2 chemiluminescence counterscreen | inhibition, % at 6.7 µM | actives 0.4% (n = 16,000) | AID 1823, 2009; further: reference of the scale not given here
rat GALR2 agon: agonists of rat galanin receptor 2 (GALR2) | Galanin receptor type 2 (Rattus norvegicus), O08726 | cell-based GALR2 agonist screen | activation, % at 10 µM | actives 0.5% (n = 16,000); in the data active means activation above about 15%
Target sequence (O08726 whole entry, looked up): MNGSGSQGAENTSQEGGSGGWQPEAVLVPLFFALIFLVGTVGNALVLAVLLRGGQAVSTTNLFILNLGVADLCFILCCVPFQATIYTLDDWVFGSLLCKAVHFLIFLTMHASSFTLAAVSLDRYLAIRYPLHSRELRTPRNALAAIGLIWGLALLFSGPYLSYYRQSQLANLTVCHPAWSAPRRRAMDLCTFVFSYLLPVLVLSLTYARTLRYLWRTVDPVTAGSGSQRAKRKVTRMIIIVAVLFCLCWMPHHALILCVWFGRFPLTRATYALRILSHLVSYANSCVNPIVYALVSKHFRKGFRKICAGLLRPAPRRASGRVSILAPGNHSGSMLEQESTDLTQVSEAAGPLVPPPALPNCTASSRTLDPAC
Nox1 inhibitor: inhibitors of human NADPH oxidase 1 (Nox1) | inhibition, % at 6.7 µM | HT29 cells, luminol chemiluminescence ROS | Q9Y5S8 | AID 1792, 2009 | actives 0.81% (n = 16,000)
Target sequence (Q9Y5S8 whole entry, looked up): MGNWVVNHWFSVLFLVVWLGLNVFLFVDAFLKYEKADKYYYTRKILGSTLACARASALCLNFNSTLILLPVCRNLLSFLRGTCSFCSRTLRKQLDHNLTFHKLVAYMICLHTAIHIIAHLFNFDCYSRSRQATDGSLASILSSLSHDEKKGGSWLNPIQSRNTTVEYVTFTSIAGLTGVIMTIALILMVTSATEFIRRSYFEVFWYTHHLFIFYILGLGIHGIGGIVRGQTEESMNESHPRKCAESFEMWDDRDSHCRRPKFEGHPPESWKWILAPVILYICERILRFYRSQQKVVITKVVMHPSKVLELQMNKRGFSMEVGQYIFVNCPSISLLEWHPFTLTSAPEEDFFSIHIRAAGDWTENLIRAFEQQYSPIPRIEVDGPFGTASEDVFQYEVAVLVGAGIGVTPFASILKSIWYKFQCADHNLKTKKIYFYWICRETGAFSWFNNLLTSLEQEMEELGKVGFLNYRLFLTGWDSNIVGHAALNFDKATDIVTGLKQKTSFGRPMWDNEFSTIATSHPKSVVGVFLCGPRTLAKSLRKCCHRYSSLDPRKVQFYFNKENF
S1P1 agonist: activates the human S1P1 receptor; S1P1 agonist cell-based reporter assay; actives 1.5% (n = 16,000); activation, % at 4.5 µM; in the data active means activation above about 80%
KOR antag MB: antagonists of human kappa opioid receptor OPRK1, Maybridge library; Kappa-type opioid receptor (Homo sapiens), P41145; actives 0.4% (n = 16,000); OPRK1 cells, antagonist mode, fluorescence readout; inhibition, % at 9 µM; in the data active means inhibition above about 50%
NOTCH agonist: agonists of NOTCH signaling | actives 0.4% (n = 15,000) | activation, % at 2.5 µM | NOTCH signaling luciferase reporter cells, luminescence | AID 434982, 2010; in the data active means activation above about 2.2%
* marks the source's active call; other numbers are inactive results; . = no result given. Unless noted, no stated cut-off is given here; in the data, active means inhibition above about 75%; inactive means the rest.

SMILES	TLR4-MyD88 inh	PME-1 Maybr inh	luminol inh ctr	rat GALR2 agon	Nox1 inhibitor	S1P1 agonist	KOR antag MB	NOTCH agonist
Nc1c(C(=O)O)cnn1-c1ccc([N+](=O)[O-])cc1	-4	-1	-2	-3	3	-24	1	0.1
CN(C)c1cc(N2CCCC2)c(F)cc1[N+](=O)[O-]	-10	5	14	-4	18	-8	2	-0.7
Cc1noc(C)c1C(=O)Oc1cccc2cccnc12	-1	-2	4	3	-33	-8	3	0.6
CN(C=C(C#N)C#N)C[C@@H](O)[C@H](O)[C@@H](O)[C@@H](O)CO	-4	4	-6	-5	9	-5	17	0.5
O=C(O)CCCC(=O)NC1CCCc2ccccc21 (stereo not drawn)	5	0	-2	-6	-33	-13	-1	-0.8
CC(=O)Oc1ccc2ccccc2c1-c1c(OC(C)=O)ccc2ccccc12	-8	8	-3	-9	3	-20	-3	0.3
CSc1ccccc1N=C(N)N=C(N)N	1	-1	1	-8	-30	-13	-2	-0.8
CC(=O)C(C)(C)OC(=O)N1CCOCC1	-4	5	-5	-8	0	-7	13	0.9
CCOC(=O)c1sc(N)nc1C	12	5	-7	-5	-13	0	7	-0.1
CCOC(=S)SCc1cc(C(C)=O)ccc1OC	7	1	-2	-7	-6	11	-14	-0.1
COc1cc(CN2c3ccccc3N3CCCCCC32)cc(OC)c1OC (stereo not drawn)	-2	3	2	-1	73	10	-9	-0.8
Cc1cc(CN2C(=O)c3ccccc3S2(=O)=O)no1	-7	5	-5	-1	24	2	14	-0.4
O=C1C2=C(C(=O)N1c1ccc(Br)cc1)C(c1ccccc1)=NCCN2	0	-1	2	-7	-2	-5	1	-0.1
O=C(O)CCc1cccnc1	-1	5	-5	-4	1	5	13	-0.8
Cc1nc(C(=O)NCC(=O)c2cccc(Cl)c2)c(C(F)(F)F)o1	-2	2	-1	-1	-142	92*	-8	-0.4
COc1ccc(CCNC(=O)c2nc3ccccc3c(=O)n2-n2cccc2)cc1OC	2	-2	2	-7	-20	-12	-4	.
COC(=O)c1ccc(/C=C2\C(=O)Nc3ccccc32)n1-c1ccc(F)cc1	12	-7	4	2	-9	32	85*	-0.8
COc1ccc(C(=O)c2cnc3ccccc3c2-c2ccccc2)cc1	12	8	0	-9	-45	37	-2	1.3
O=C1c2ccccc2S(=O)(=O)N1Cc1nc2ccccc2s1	-9	0	-3	-5	5	-6	1	-4.4
Cc1cc(C(=O)N=S(C)(=O)c2cccs2)no1 (stereo not drawn)	10	7	-7	-6	17	0	14	-0.5
CC(=O)Nc1ccc(S(=O)(=O)Nc2nc(C)cc(C)n2)cc1	5	5	0	-5	-1	-5	12	1.0
CSc1cc(-c2cccs2)nc(-c2ccc(Cl)cc2)n1	2	-4	-1	-8	11	-10	13	0.4
N/C(COc1ccc(Cl)cc1Cl)=N\OC(=O)Nc1ccc(Cl)cc1	-6	-2	0	-3	-16	-5	13	1.3
CCOC(=O)NNc1ncc(C(F)(F)F)cc1Cl	0	11	-4	4	-15	-8	5	.
Cc1nnsc1C(=O)N/N=C/c1ccc([N+](=O)[O-])s1	3	2	10	-12	-10	-27	7	.

Not a retest: 5 of the compounds above.
SMILES	TLR4-MyD88 inh	PME-1 Maybr inh	luminol inh ctr	rat GALR2 agon	Nox1 inhibitor	S1P1 agonist	KOR antag MB	NOTCH agonist
CCOC(=S)SCc1cc(C(C)=O)ccc1OC	7	1	-2	-7	-6	11	-14	-0.1
COc1cc(CN2c3ccccc3N3CCCCCC32)cc(OC)c1OC (stereo not drawn)	-2	3	2	-1	73	10	-9	-0.8
Cc1cc(CN2C(=O)c3ccccc3S2(=O)=O)no1	-7	5	-5	-1	24	2	14	-0.4
O=C1C2=C(C(=O)N1c1ccc(Br)cc1)C(c1ccccc1)=NCCN2	0	-1	2	-7	-2	-5	1	-0.1
O=C(O)CCc1cccnc1	-1	5	-5	-4	1	5	13	-0.8

An excerpt of these results, as a markdown table.
| Structure | TLR4-MyD88 inh | PME-1 Maybr inh | luminol inh ctr | rat GALR2 agon | Nox1 inhibitor | S1P1 agonist | KOR antag MB | NOTCH agonist |
| --- | --- | --- | --- | --- | --- | --- | --- | --- |
| O=C(O)CCc1cccnc1 | -1 | 5 | -5 | -4 | 1 | 5 | 13 | -0.8 |
| Cc1nc(C(=O)NCC(=O)c2cccc(Cl)c2)c(C(F)(F)F)o1 | -2 | 2 | -1 | -1 | -142 | 92* | -8 | -0.4 |
| COc1ccc(CCNC(=O)c2nc3ccccc3c(=O)n2-n2cccc2)cc1OC | 2 | -2 | 2 | -7 | -20 | -12 | -4 | . |

Following part.
SMILES	TLR4-MyD88 inh	PME-1 Maybr inh	luminol inh ctr	rat GALR2 agon	Nox1 inhibitor	S1P1 agonist	KOR antag MB	NOTCH agonist
Cc1ccc(C(=O)/C=C/N(C)C)cn1	-2	8	-9	-5	-28	-9	-9	.
N#Cc1ccc(N2C(=O)C3=C(SCCS3)C2=O)cc1	2	-2	3	-4	-34	-1	22	-0.2
COc1cc(C(=O)NNC(=O)C(C)Oc2ccc(Cl)cc2Cl)cc(OC)c1OC (stereo not drawn)	-13	4	-4	-5	-10	-7	-22	-0.8
O=S(=O)(Nc1ccccc1N1CCOCC1)c1cccc2nonc12	1	-2	9	-3	-18	-13	-4	-0.2
N#CCCN1CCC(C(N)=O)CC1	8	-3	3	2	-62	-9	-1	-0.5
CC1=C2CCCC2CC/C1=N\NC(N)=O (stereo not drawn)	7	-1	3	-1	-65	-10	2	-0.2
c1ccc(-c2nsc(N3CCNCC3)n2)cc1	-9	9	-5	-4	21	-3	1	0.9
Nc1ccc(-c2csnn2)cc1	-13	11	-29	-4	-1	-11	0	0.2
CN(C)/C=C/C(=O)c1ccc2c(c1)CCC(C)(C)O2	-14	0	0	-6	0	-1	7	-0.3
Cc1cc(C(=O)Nc2ccccc2N2CCCCC2)nn1C	-4	-1	0	-8	-6	-32	-14	-0.1
COc1ccc(C2Nc3cc(Cl)ccc3O2)cc1 (stereo not drawn)	-13	-1	8	-6	15	-16	10	-4.8
CS(=O)(=O)CS(=O)(=O)Nc1cnccn1	9	2	0	-7	8	24	3	0.3
NC(=S)c1cccc(-n2cccc2)c1	3	0	9	-3	-9	5	13	-0.5
O=C(O)C1C2C=CC(O2)C1C(=O)NCc1cccc(Cl)c1 (stereo not drawn)	-1	1	-2	-2	-12	2	22	-0.3
O=C(O)CCCC(=O)Nc1ccccc1-c1ccccc1	-1	-3	2	-7	-39	5	-15	-0.1
COc1cccc(-n2c(N)c(C#N)c3ccc([N+](=O)[O-])cc3c2=O)c1	-7	1	0	-7	10	-3	-12	-1.6
Cn1c(C=Nc2ccc(OC(F)(F)F)cc2)cnc1[N+](=O)[O-]	-4	-2	2	-11	0	-7	-16	.
NS(=O)(=O)c1ccc(-n2nc(C(F)(F)F)cc2-c2cccs2)cc1	5	3	-1	-1	-59	-2	-5	-0.7
Cn1cccc1/C(C#N)=C\c1ccc(C#N)cc1	-3	3	1	0	-21	-12	-16	-0.6
CN(C(=O)C(Cl)Cl)C1CC2C=CC1C2 (stereo not drawn)	4	-5	2	0	-73	5	4	0.0
Cc1cc(CSCc2ccc(Cl)cc2)no1	-6	2	-2	-5	3	-5	-8	-0.2
COc1ccccc1C1OC(=O)C[C@H]1C(=O)NN (stereo partly drawn)	-3	4	-2	-7	-7	-14	-15	-0.2
COc1ccccc1C1CCN(C(=O)[C@@H](C)N2CCN(c3ccc(C(F)(F)F)cn3)CC2)CC1	-15	3	0	-12	-35	12	-4	0.5
Cc1cc(-c2noc(-c3cccs3)n2)no1	-7	3	-1	-2	-82	6	-20	-0.7
N#Cc1c(-c2ccccc2)c(-c2ccccc2)nn(CC(=O)N/N=C/c2cccs2)c1=O	-18	-9	4	-11	-4	-2	-10	-1.1

(list continues)
SMILES	TLR4-MyD88 inh	PME-1 Maybr inh	luminol inh ctr	rat GALR2 agon	Nox1 inhibitor	S1P1 agonist	KOR antag MB	NOTCH agonist
O=[N+]([O-])c1cccnc1Sc1ncc2ccccn12	-4	4	-1	-2	-88	10	-4	-0.7
N#Cc1cc(-c2ccccc2)oc1NC(=O)c1cccs1	-13	3	16	-7	8	2	15	-0.5
COC(=O)c1sccc1NNC(=O)CC#N	8	3	15	-3	87*	9	13	0.1
CC(C)(C)C(=O)N1CCCN(c2ccc([N+](=O)[O-])cn2)CC1	-7	-1	3	-10	-11	-5	-14	0.1
NC(=O)c1cc2c(c([N+](=O)[O-])c1)-c1c(cc(C(N)=O)cc1[N+](=O)[O-])C2=O	7	38*	-2	-5	-28	-8	-7	-0.1
Nn1c(-c2ccc(Cl)cc2)n[nH]c1=S	-3	5	99*	-7	20	-7	0	-0.4
O=C(c1cccs1)N1CCCN(CC(O)COc2ccc(Cl)c(Cl)c2)CC1 (stereo not drawn)	-3	6	-8	-5	5	11	2	-0.2
O=[N+]([O-])c1ccc(NCc2cccs2)nc1	-18	1	-3	-3	-13	7	-2	-0.6
O=C1CSC(c2cccnc2)N1CCN1C(=O)CSC1c1cccnc1 (stereo not drawn)	2	0	-1	-6	-14	2	8	-0.7
C=C1SC(=Nc2cccc(OC)c2)N(C(=O)c2ccc(Cl)cc2)C1(C)C	-1	-1	1	-3	-13	-17	-13	-0.4
Cc1cc(C)n(-c2ccc(SCC(=O)Nc3ccc(Cl)cc3)nn2)n1	-5	0	-3	-3	23	-11	-8	-0.2
COC(=O)/C(=C\N(C)C)S(=O)(=O)c1cc(C)c(Cl)cc1C	4	12	0	-6	-34	-7	19	-0.1
O=C(NNc1ccccc1C(F)(F)F)c1c(F)cccc1Cl	-5	6	-2	-7	44	-7	-18	0.3
O=S(=O)(Cc1noc(-c2ccccc2)n1)c1ccc(F)cc1	2	-1	-1	-5	10	-22	5	-0.7
COCc1cc(=O)[nH]c(SCC(=O)C(C)(C)C)n1	-3	7	-5	-4	9	0	-23	-0.2
NNC(=S)Nc1c(Br)cc(F)cc1Br	.	6	4	-3	-9	-3	-3	-0.2
O=[N+]([O-])c1ccc(/C=N/O)s1	2	23	-4	-4	-5	1	40	-0.1
Cc1ccc2cc(NC(=O)c3cc(-c4ccccc4)oc3C)ccc2n1	-1	-8	-4	7	30	9	14	-0.3
Cc1ccc(-c2nc(NC(=O)c3snnc3C)sc2C)cc1Cl	5	-4	-1	-7	-12	6	-7	-0.3
N#CC1=C(N)OC(c2cccnc2)=C(C#N)C1c1cccs1 (stereo not drawn)	6	1	5	-3	-70	4	8	-0.5
ON(Cc1cccc(C(F)(F)F)c1)Cc1cccc(C(F)(F)F)c1	2	3	-2	-1	-23	-4	1	0.1

Pulled one by one from above (four):
SMILES	TLR4-MyD88 inh	PME-1 Maybr inh	luminol inh ctr	rat GALR2 agon	Nox1 inhibitor	S1P1 agonist	KOR antag MB	NOTCH agonist
O=S(=O)(Cc1noc(-c2ccccc2)n1)c1ccc(F)cc1	2	-1	-1	-5	10	-22	5	-0.7
O=[N+]([O-])c1ccc(/C=N/O)s1	2	23	-4	-4	-5	1	40	-0.1
O=[N+]([O-])c1cccnc1Sc1ncc2ccccn12	-4	4	-1	-2	-88	10	-4	-0.7
NC(=O)c1cc2c(c([N+](=O)[O-])c1)-c1c(cc(C(N)=O)cc1[N+](=O)[O-])C2=O	7	38*	-2	-5	-28	-8	-7	-0.1
